NF-kB neuron act = raises NF-kB expression in human neuronal cells. 190,000 compounds, 1.6% hits. NF-kB reporter expression; active compounds read high. fold change at 12.5 µM; in the data active = fold change above about 3.3
APP 5'UTR act = APP 5'UTR luciferase reporter activation. SH-SY5Y APP 5'UTR luciferase reporter, luminescence; zero percent = DMSO vehicle wells. activation, % at 2 µM. 190,000 compounds, 1% hits. AID 1276;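 active = activation above a set limit, based on mean plus 3 SD of controls, cut at about 140% in these data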; also: values of inactives mirror those of a sister screen read the other way
Efa HMGR inh = inhibitors of class II HMG-CoA reductase from Enterococcus faecalis | purified E. faecalis HMGR, NADPH absorbance 340 nm kinetic | inhibition, % at 10 µM | 190,000 compounds, 0.41% hits | AID 1066;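 active = inhibition above a set limit, the median over all tested compounds plus 3 SD, cut at about 9.5% in these data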;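 also: enzyme runs in reverse so mevalonate oxidation gives rising NADPH absorbance; 0% = complete reaction with DMSO and 100% = background rate lacking mevalonate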
TLR4 MyD88 comp = TLR4-MyD88 interaction inhibition in cells. 200,000 compounds, 0.18% hits. inhibition, % at 8.4 µM. HeLa CL3-4 TLR4/MyD88 BLA complementation, FRET ratio. O00206+Q99836; in the data active = inhibition above about 25%;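 also: 0% = vehicle and 100% = reference inhibitor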
Target sequence (O00206 whole entry, looked up): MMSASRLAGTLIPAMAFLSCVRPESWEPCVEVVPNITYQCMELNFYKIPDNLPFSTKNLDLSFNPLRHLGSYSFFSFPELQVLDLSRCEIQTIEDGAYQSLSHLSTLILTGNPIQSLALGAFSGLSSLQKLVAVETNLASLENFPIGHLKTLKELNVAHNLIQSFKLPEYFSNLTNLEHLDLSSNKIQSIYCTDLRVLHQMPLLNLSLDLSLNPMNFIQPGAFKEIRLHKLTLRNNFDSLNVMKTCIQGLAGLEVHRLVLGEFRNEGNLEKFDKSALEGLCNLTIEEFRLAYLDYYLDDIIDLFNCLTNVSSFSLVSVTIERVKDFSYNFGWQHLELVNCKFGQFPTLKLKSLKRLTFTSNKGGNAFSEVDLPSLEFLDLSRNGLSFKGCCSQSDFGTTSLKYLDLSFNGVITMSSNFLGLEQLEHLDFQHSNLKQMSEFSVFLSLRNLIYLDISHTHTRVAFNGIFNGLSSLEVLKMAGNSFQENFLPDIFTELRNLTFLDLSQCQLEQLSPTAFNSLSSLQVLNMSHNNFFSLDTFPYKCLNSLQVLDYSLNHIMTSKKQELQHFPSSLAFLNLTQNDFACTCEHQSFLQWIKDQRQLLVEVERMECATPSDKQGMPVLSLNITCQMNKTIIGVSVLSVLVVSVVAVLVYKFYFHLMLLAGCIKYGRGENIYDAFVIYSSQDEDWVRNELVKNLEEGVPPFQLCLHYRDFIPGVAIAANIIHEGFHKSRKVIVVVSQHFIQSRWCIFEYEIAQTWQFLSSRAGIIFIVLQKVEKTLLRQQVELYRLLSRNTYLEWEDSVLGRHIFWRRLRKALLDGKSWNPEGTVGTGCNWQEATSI
Target sequence (Q99836 whole entry, looked up): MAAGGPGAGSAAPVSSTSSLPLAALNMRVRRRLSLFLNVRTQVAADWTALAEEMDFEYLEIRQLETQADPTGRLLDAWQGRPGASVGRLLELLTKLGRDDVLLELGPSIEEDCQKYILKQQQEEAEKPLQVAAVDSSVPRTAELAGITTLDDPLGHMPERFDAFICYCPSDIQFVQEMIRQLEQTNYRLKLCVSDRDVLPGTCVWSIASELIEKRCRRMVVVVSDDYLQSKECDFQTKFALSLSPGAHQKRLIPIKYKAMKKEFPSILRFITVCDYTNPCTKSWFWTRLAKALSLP
STAT3 inh = inhibitors of IL-6 induced STAT3 signaling; 190,000 compounds, 0.89% hits; U3A cells, IL-6 STAT3-luciferase reporter, luminescence; host cell line lacks STAT1; inhibition, % at 5.5 µM;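 active = inhibition above the mean inhibition across all screened compounds plus 3 SD, cut at about 44% in these data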;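 also: 0% = DMSO only wells and 100% = 100 µM nifuroxazide control wells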
STAT1 blocker = STAT1 signaling inhibition | NIH 3T3 STAT1-luciferase reporter, IFN-gamma, luminescence | inhibition, % at 5.5 µM | 200,000 compounds, 0.35% hits | AID 920;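 active = inhibition above a set limit, the mean inhibition across all tested compounds plus 3 SD, cut at about 34% in these data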;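 also: 0% = IFN-gamma with DMSO and 100% = IFN-gamma with 300 µM nifuroxazide; values of inactives mirror those of a sister screen read the other way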
Hsp70 activator = Hsp70 transcriptional activation, primary screen; HeLa Hsp70 promoter luciferase reporter, luminescence; scaled: vehicle 0, proteasome-inhibitor control 100%; activation, % at 10 µM; 200,000 compounds, 0.04% hits; AID 1203;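 active = activation above the mean across all tested compounds plus 3 SD, cutoff set per campaign, cut at about 5.5% in these data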;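 also: 100% = MG132 at 30 µM as the positive control and 0% = DMSO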
STAT1 activator = STAT1 signaling activation. NIH 3T3 STAT1-luciferase reporter, IFN-gamma, luminescence; 100% = IFN-gamma alone, no compound. 200,000 compounds, 2.6% hits. activation (% of control), % at 5.5 µM. AID 932;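 active = activation above the screen-wide mean activation plus 3 SD, cut at about 130% in these data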;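 also: raw ratio to IFN-gamma control signal so 100% means no change and 0% no light; values of inactives mirror those of a sister screen read the other way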
DTT redox prof = compounds producing H2O2 with reducing agent – biochemical, NIH compound library profiling, artefact control for MLSCN library redox annotation, primary screen; DTT-dependent redox cycling H2O2, phenol red/HRP absorbance; 100% = 100 µM peroxide control, 0% = buffer; 200,000 compounds, 0.03% hits; activation, % at 10 µM;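 active = activation of at least 50% relative to the plate's high and low controls in the primary single-dose screen; inactive = activation below 50%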;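 also: compound incubated with DTT at 0.8 mM final as the reducing agent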
STAT3 activator = increases IL-6 driven STAT3 reporter signal; U3A cells, IL-6 STAT3-luciferase reporter, luminescence; 100% = signal with IL-6 EC80 alone; activation (% of control), % at 5.6 µM; AID 871; 190,000 compounds, 0.91% hits;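 active = activation above the screen-wide mean of compound activation plus 3 SD, cut at about 130% in these data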;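 also: 0% = background luminescence of wells with medium and substrate only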
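system = STAT3-luciferase reporter U3A cells | reagent = IL-6 stimulus at 33 ng/mL final | timing = 1 h compound pre-exposure, 6 h IL-6 stimulation, 37 °C | measured by = luminescence | evaluation = % activation versus median of IL-6-stimulated wells | control set = IL-6-only wells as 100% reference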
The depositor's hits bear a star; . = no result given.

[1] Cc1ccsc1/C=N/n1c(-c2ccccc2)n[nH]c1=S
[2] Cc1ccc(OCC(=O)OC2CCCN(C)C2)cc1 (configuration not stated)
[3] CSc1ccc(C(=O)C2CCCN(C(=O)Cc3nonc3C)C2)cc1 (configuration not stated)
[4] CCC(C)c1ccccc1NC(=O)COC(=O)c1ccc2[nH]c3c(c2c1)CCCC3 (configuration not stated)
[5] CC(C)C1=NOC(C(=O)N2CCC(N3CCC(C(=O)N4CCOCC4)CC3)CC2)C1 (configuration not stated)
[6] COc1ccc(CCN=C2SCC(=O)N2C)cc1OC
[7] O=C(COc1ccc(Br)cc1)NNC(=S)NC(=O)c1ccccc1[N+](=O)[O-]
[8] COC(=O)Cn1c(=O)c2c(nc(Br)n2CC(=O)OC)n(C)c1=O
[9] CCCCN1C(=O)c2ccc(C(=O)NCCN3C(=O)S/C(=C\c4cccnc4)C3=O)cc2C1=O
[10] Cc1ccc(S(=O)(=O)c2ccc(Cl)cc2)cc1S(=O)(=O)N1CCOCC1
Assay by compound	1	2	3	4	5	6	7	8	9	10
DTT redox prof	-0.4	-0.9	0.9	-0.3	-1.3	-0.8	0.3	-3.7	0.4	-2.9
NF-kB neuron act	1.3	0.97	1.2	0.73	1.2	1	0.99	0.86	0.93	0.86
STAT1 activator	101	101	97	108	105	104	103	98	100	94
STAT3 inh	18	8	2	-4	-4	1	-10	5	-2	11
STAT1 blocker	-1	-3	1	-9	-7	-4	-4	2	0	7
APP 5'UTR act	-6	15	-17	-10	-4	13	-12	-5	12	15
TLR4 MyD88 comp	6	-4	-16	-16	-7	-4	6	-1	2	-2
Efa HMGR inh	-2	1	-3	-1	-8	-7	-5	-6	-5	-1
STAT3 activator	88	97	104	107	108	105	106	99	104	96
Hsp70 activator	-0.2	-0.1	-0.2	-0.3	-0.3	-0.3	-0.4	-0.3	-0.3	-0.4

[11] NC(=O)COC(=O)c1ccc(S(=O)(=O)N2CCCCCC2)cc1
[12] COc1ccccc1-n1cnnc1SCC(=O)N1CCN(C(=O)c2ccco2)CC1
[13] CCOC(=O)CC1=C(C(=O)OCC)C(c2ccc(OC)cc2OC)C(C#N)=C(N)O1 (configuration not stated)
[14] Cc1ccc2c(c1)N=C(c1ccc(F)cc1)CO2
[15] O=C(CCNS(=O)(=O)c1ccc(Cl)cc1)N1CCN(Cc2ccccc2)CC1
[16] Cc1cccc(NS(=O)(=O)Cc2ccccc2)n1
[17] O=C(NCc1nc2ccccc2[nH]1)c1cccc(S(=O)(=O)N2CCCC2)c1
[18] O=C(Nc1nc(-c2ccccc2)cs1)c1ccc2c(c1)S(=O)(=O)c1ccccc1C2=O
[19] O=C(Cc1ccc(F)cc1)OCC(=O)c1cc2ccccc2o1
[20] N#Cc1cc2[nH]c3ccccc3c2[n+](-c2ccc([N+](=O)[O-])cc2)c1N
Assay by compound	11	12	13	14	15	16	17	18	19	20
DTT redox prof	-3.7	0.0	-0.5	2.3	0.0	1.4	0.1	-0.2	1.3	1.0
NF-kB neuron act	1.1	1.1	1.1	2.8	0.92	1.2	0.86	1.2	1.2	1
STAT1 activator	96	99	95	164*	101	97	95	95	102	119
STAT3 inh	10	9	2	6	-7	0	-10	11	13	-13
STAT1 blocker	4	2	5	-70	-1	-2	6	6	-2	-22
APP 5'UTR act	-4	-14	-2	86	0	-75	4	-15	1	-10
TLR4 MyD88 comp	-12	7	3	12	-9	17	1	19	-7	20
Efa HMGR inh	1	1	2	0	-1	-1	1	-7	0	-1
STAT3 activator	97	97	103	99	110	103	105	94	96	112
Hsp70 activator	-0.2	-0.4	-0.2	-0.1	-0.6	-0.1	-0.5	-0.1	-0.4	-0.2

[21] COc1ccccc1N1CCN(Cc2ccc(O)c3ncccc23)CC1
[22] O=C(NCCCn1ccnc1)c1cc2c(ccc3ccccc32)o1
[23] CC(CCc1ccccc1)NC(=O)c1cccs1 (configuration not stated)
[24] Cc1ccc2nc(C)c(C(=O)NN=C3CCCCCC3)n2c1
[25] COc1ccc2[nH]cc(C(=O)CN3CCCCC3C)c2c1 (configuration not stated)
[26] O=C(c1ccco1)N1CCN(c2nnc(-c3ccccc3)c3ccccc23)CC1
[27] COC(=O)c1c(C)[nH]c(C(=O)OCC(=O)NCC(C)C)c1C
[28] COC(=O)c1cc(Br)c(=O)n(CCN2CCOCC2)c1
[29] O=CN1CCN(C(=O)c2ccccc2F)CC1
[30] Cc1ccc(N2CCN(/N=C/C(Cl)=C/c3ccccc3)CC2)cc1
Assay by compound	21	22	23	24	25	26	27	28	29	30
DTT redox prof	0.2	-0.1	1.4	-0.9	-0.8	0.2	0.4	-0.8	-1.9	0.1
NF-kB neuron act	7.2*	1.4	0.88	1	0.81	1	0.92	1.4	0.96	0.92
STAT1 activator	91	87	95	97	96	96	103	103	101	98
STAT3 inh	10	14	1	-1	1	7	1	0	-7	10
STAT1 blocker	9	12	6	1	5	5	-4	-3	-1	-2
APP 5'UTR act	-90	-5	-2	-84	7	10	-2	-5	-3	6
TLR4 MyD88 comp	7	10	-2	-1	-13	3	2	9	-5	-5
Efa HMGR inh	-7	-5	-5	5	-1	0	0	-2	-8	-6
STAT3 activator	91	90	99	105	102	98	99	105	108	96
Hsp70 activator	-0.2	0.4	-0.2	-0.2	-0.1	-0.2	-0.1	0.1	-0.3	0.1

[31] C=C(C)c1cccc(C(C)(C)NC(=O)N2CCC(C(N)=O)CC2)c1
[32] COc1cccc(C(=O)/C=C/Nc2ccc(S(=O)(=O)Nc3onc(C)c3C)cc2)c1
[33] CCO[C@H]1OC(C(=O)NCc2ccccc2)=C[C@@H](C2CC2)[C@@H]1CCCO
[34] O=S(=O)(NN=C1CCCCC1)c1ccccc1
[35] CCCSc1nnc(N2C(=O)CC(c3ccsc3)C3=C2CCCC3=O)s1 (configuration not stated)
[36] CCCOC(=O)C1=C(C)NC2=C(C(=O)C(C(=O)OC)C(C)C2)C1c1ccc(N(C)C)cc1 (configuration not stated)
[37] COc1ccccc1NC(=O)c1cc(OC)c(OC)cc1[N+](=O)[O-]
[38] O=C(COC(=O)c1ccccc1NC(=O)c1ccco1)Nc1ncc(Cl)cc1Cl
[39] COC(=O)c1ccc2nc(Nc3nc4ccc(F)cc4s3)sc2c1
[40] Cc1cc(=S)n(-c2ccccc2)n1C
Assay by compound	31	32	33	34	35	36	37	38	39	40
DTT redox prof	5.0	3.0	-1.1	0.0	-0.2	2.3	-0.2	0.1	1.0	1.3
NF-kB neuron act	0.93	1.3	0.98	1.2	0.99	1.6	1.1	1.7	2	0.92
STAT1 activator	99	122	99	99	94	108	97	93	43	101
STAT3 inh	6	-17	.	-1	7	-1	8	8	92*	0
STAT1 blocker	1	-24	2	1	6	-8	3	8	64*	-1
APP 5'UTR act	10	5	-2	-7	5	10	7	14	-43	11
TLR4 MyD88 comp	7	1	-1	11	-7	6	-17	-13	-19	-5
Efa HMGR inh	2	1	-4	-5	-5	-7	-6	-6	-14	-3
STAT3 activator	102	110	.	106	98	104	101	98	24	102
Hsp70 activator	-0.1	0.1	-0.3	-0.2	0.1	-0.4	-0.2	-0.3	-0.6	0.3

[41] CC(=O)/C(=C/N(C)C)Sc1ccc(C)cc1
[42] COc1ccc(C(=O)C2CCCN(Cc3cccn3-c3ccccn3)C2)c(OC)c1 (configuration not stated)
[43] O=C(O)CCc1ccc(-c2ccc(F)cc2)n1CC(=O)O
[44] O=C(Nc1ccc(-c2nnc3n2CCCCC3)cc1)c1ccco1
[45] Cc1nc(-c2cccnc2)sc1C(=O)Nc1ccc(C(F)(F)F)cc1
[46] CC(=O)N1CCC(=NNC(=O)c2cccs2)CC1
[47] COc1ccc(/C(O)=C2\C(=O)C(=O)N(c3cc(C)on3)C2c2ccccc2OC)cc1 (configuration not stated)
[48] CCOc1cc(/C=C(\C#N)c2[nH]nc(N)c2C#N)ccc1O
[49] O=C(NC1CCCCC1)N(Cc1ccc(F)cc1)Cc1nc2ccccc2c(=O)[nH]1
[50] CS(=O)(=O)NN1C(=O)c2ccccc2NC1c1c[nH]c2ccccc12 (configuration not stated)
Assay by compound	41	42	43	44	45	46	47	48	49	50
DTT redox prof	-0.4	-1.0	1.6	-0.4	1.8	0.2	0.5	-0.1	1.8	0.2
NF-kB neuron act	1.2	1	1.1	1.3	0.77	1.1	1.4	0.42	0.93	1.2
STAT1 activator	98	82	103	97	106	160*	92	110	93	111
STAT3 inh	-9	5	7	-4	23	-11	19	-3	8	-4
STAT1 blocker	1	17	-3	3	-6	-68	8	-11	8	-12
APP 5'UTR act	-10	-16	-5	8	-7	117	7	-8	4	14
TLR4 MyD88 comp	0	13	7	-20	-3	-11	-1	-9	4	3
Efa HMGR inh	-4	-2	-3	-3	-8	-2	4	-1	0	-1
STAT3 activator	108	99	98	103	88	109	86	109	97	103
Hsp70 activator	0.0	0.2	-0.6	-0.2	-0.3	0.1	0.7	-0.3	0.3	-0.3

Part of the list above in order of heavy-atom count, low to high:
[41] CC(=O)/C(=C/N(C)C)Sc1ccc(C)cc1
[34] O=S(=O)(NN=C1CCCCC1)c1ccccc1
[25] COc1ccc2[nH]cc(C(=O)CN3CCCCC3C)c2c1 (configuration not stated)
[24] Cc1ccc2nc(C)c(C(=O)NN=C3CCCCCC3)n2c1
[39] COC(=O)c1ccc2nc(Nc3nc4ccc(F)cc4s3)sc2c1
Assay by compound	41	34	25	24	39
DTT redox prof	-0.4	0.0	-0.8	-0.9	1.0
NF-kB neuron act	1.2	1.2	0.81	1	2
STAT1 activator	98	99	96	97	43
STAT3 inh	-9	-1	1	-1	92*
STAT1 blocker	1	1	5	1	64*
APP 5'UTR act	-10	-7	7	-84	-43
TLR4 MyD88 comp	0	11	-13	-1	-19
Efa HMGR inh	-4	-5	-1	5	-14
STAT3 activator	108	106	102	105	24
Hsp70 activator	0.0	-0.2	-0.1	-0.2	-0.6

(continued)
[51] CCCCOc1cccc(C(=O)N(Cc2ccco2)C2CCS(=O)(=O)C2)c1 (configuration not stated)
[52] Cc1ccccc1COC(=O)c1nn(-c2ccccc2)nc1N
[53] O=C(c1ccco1)N(CCC(c1ccccc1)c1ccco1)Cc1ccccc1 (configuration not stated)
[54] O=C1CCCc2nn(-c3ccccc3)c(-c3ccncc3)c21
[55] O=C(Cn1c(=O)sc2ccccc21)Nc1nc2c(s1)CCCC2
[56] CC(C)n1c(NCc2ccc(N(C)C)cc2)nc2ccccc21
[57] c1ccc(CCNc2nc(-c3ccncc3)cs2)cc1
Assay by compound	51	52	53	54	55	56	57
DTT redox prof	1.6	-0.6	-0.2	-0.2	0.5	1.0	0.0
NF-kB neuron act	0.83	1.5	0.94	1.3	1.2	1.7	1.7
STAT1 activator	100	109	95	102	101	96	121
STAT3 inh	7	28	-9	0	-4	0	20
STAT1 blocker	0	-12	5	-2	-1	4	-24
APP 5'UTR act	-1	-20	-7	0	10	-11	22
TLR4 MyD88 comp	-1	-12	-17	-4	5	6	15
Efa HMGR inh	-2	-3	-4	0	-5	-12	1
STAT3 activator	96	78	106	103	107	103	84
Hsp70 activator	-0.2	-0.4	-0.6	0.1	-0.6	0.1	-0.2

Source: PubChem
